F508del corr – F508del CFTR correction, initial screen, CFBE line, single point; CFBE cells, YFP halide quenching; stimulated with forskolin plus potentiator P3; % fluorescence drop versus neutral controls; activity (quench increase), % at 7.58 µM; 0.36% of 350,000 active; AID 720511, 2013;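 active = mean added fluorescence quench of at least 8% versus neutral control, with both replicates also reaching 8%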;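 also: cells transiently co-express mutant CFTR-F508del with the halide-sensitive YFP; corrector assay measuring rescue of mutant channel to the surface after 24 h compound exposure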
PGC1a acetyl inh – inhibitors of PGC1a acetylation signal, primary screen, cell-based, U2OS, AlphaScreen, inhibitor mode; AID 651687, 2012; 0.17% of 350,000 active; AlphaScreen anti-acetyl-lysine; with virally co-expressed GCN5 acetyltransferase; inhibition, % at 15.6 µM;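 active = every replicate shows inhibition of at least 40%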;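 also: 0% = neutral control wells and 100% = positive control wells; some results beyond the cut were filed as inactive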
GSIS activator – GLuc luminescence reporter in INS-1E cells, primary screen for activators of glucose-dependent secretion of insulin; INS-1E GLuc reporter insulin secretion, 2-3 h; activation, % at 16.6 µM; 0.61% of 370,000 active;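 active = lowest replicate activation of at least 40%, so every replicate reaches that level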;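 also: 0% = median of neutral control wells and 100% = median of IBMX positive control wells; some compounds called inactive have numbers as strong as hits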
Cneo AK release – Cryptococcus neoformans cell lysis inducers, primary screen, AK release luminescence, single concentration; C. neoformans lysis, adenylate kinase release luminescence, 4 h; normalised: neutral wells 0, clomiphene wells 100; lysis activity, % at 15 µM; 0.2% of 360,000 active; AID 651654, 2012;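 active = mean lysis activity across replicates of at least 80%, whatever share of replicates individually reach that level; inactive = mean lysis activity below 80%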
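Assay system: C. neoformans cells. Amount: yeast cell density of 5 × 10^6 cells/mL. Technique: AK luminescence. Buffer or medium: YPD. Times: static 4 h at 37 °C with compound, 1 h detection. Dosing: single-point compound dose. Read-out: lysis from increased AK signal.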
Statin myotox sup – suppressors of statin myotoxicity in C2C12 myotubes, primary screen, cell-based, single point, plate reader | C2C12 myotubes + simvastatin, ATP luminescence, 48 h; scaled: DMSO 0, geranylgeraniol control 100 | rescue of ATP level, % at 7.49 µM | 0.78% of 330,000 active;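 active = mean ATP rescue above about 67%, or every replicate alone reaching that limit, limit read from the data, passing the limit was not always enough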;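 also: myotubes were challenged with 10 µM simvastatin during compound exposure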
PglD DTNB – C. jejuni PglD acetyltransferase inhibitors, primary screen, biochemical, DTNB colorimetric, single point. AID 602405, 2012. 0.098% of 360,000 active. purified PglD enzyme, DTNB colorimetric CoA detection. inhibition, % at 12.5 µM. UDP-N-acetylbacillosamine N-acetyltransferase PglD (Campylobacter jejuni); in the data active = inhibition above about 16%, passing the limit was not always enough; also: strong numbers were not always called active
FN deposit inh – inhibitors of fibronectin matrix deposition, primary screen, AH1F cells, Alexa488-fibronectin fluorescence, plate reader | 0.086% of 350,000 active | AID 743247, 2014 | inhibition, % at 12.6 µM | AH1F fibroblasts, overnight;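 active = mean inhibition across replicates of 30% or more, regardless of how many single replicates reach that level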;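 also: positive control wells lacked labelled fibronectin entirely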
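material = AH1F fibroblast monolayer depositing Alexa488-labelled fibronectin into matrix | amount = 10000 AH1F cells/well | buffer or medium = DMEM plus 2% serum, read in PBS | incubation = 1 h cell adhesion before compound, then overnight fibronectin incubation | detection = fluorescence at 485 nm excitation, 525 nm emission | evaluation = percent inhibition as loss of matrix-bound fibronectin fluorescence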
miR-122 sensor – miR-122 Renilla sensor signal increase in Huh7, primary screen, miR-122 inhibitor project, cell-based, single point, plate reader; Huh7 miR-122 Renilla luciferase sensor, 48 h; neutral wells = 0, positive control = 100; activation (reporter increase), % at 12.5 µM; 0.3% of 340,000 active; AID 602342, 2012;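 active = mean replicate activation score at least 90 and every replicate individually at or above 90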;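 also: higher luciferase means less miR-122 activity so hits act as miR-122 inhibitors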
The depositor's hits bear a star; . = not tested or not shown; & = joins results of further samples; [ ] = another dose, or the depositor's remark.

1	CC(C)NC(=O)NC(=O)COc1ncnc2sccc12
2	O=C1C(Cl)=C(NCCCN2CCOCC2)C(=O)N1CCc1ccccc1
3	COc1ccc(-n2cc(-c3ccc(Br)cc3)[nH]c2=S)cc1
4	Cc1ccc(S(=O)(=O)Nc2ccc3c(c2)C(=O)N([C@@H](C)CO)C[C@@H](C)[C@H](CN(C)C)OCCCC[C@@H](C)O3)cc1
5	CCOc1ccc(N2C(=O)CC(N3CCc4ccccc43)C2=O)cc1 (stereo not given)
6	Cc1nn(Cc2ccccc2)c(Cl)c1C(=O)OC(C)C#N (stereo not given)
7	CCS(=O)(=O)N1CCN(c2ncnc3sc(C)c(C)c23)CC1
8	C/C=C/c1ccc([C@H]2[C@H](CO)N(C(=O)C3CC3)C23CN(C(=O)NC(C)C)C3)cc1

assay / compound	1	2	3	4	5	6	7	8
F508del corr	.	.	1.0	-1.6	.	2.4	-1.9	0.4
PGC1a acetyl inh	22	3	.	14	8	1	-11	2
GSIS activator	.	6	-5	2	.	0	12	2
Cneo AK release	0	.	3	-3	0	2	1	.
Statin myotox sup	-8	-29	7	12	2	-4	1	.
PglD DTNB	0	.	0	-2	-1	-4	-3	.
FN deposit inh	5	0	3	-2	3	2	.	4
miR-122 sensor	-6	25	-3	-5[16.7 µM]	-10	-5	-4	.

9	CCCNC(=O)C[C@@H]1C[C@H]2c3cc(NS(=O)(=O)c4cccc(OC)c4)ccc3O[C@H]2[C@@H](CO)O1
10	CCOc1cccc(N(C(=O)CCC(=O)Nc2cc(C)on2)C(C(=O)NC(C)(C)C)c2ccc(OC)cc2)c1 (stereo not given)
11	CCCCCN(C(=O)CCC(=O)OCC(=O)N(CC)C1CCCCC1)c1c(N)n(CCCC)c(=O)[nH]c1=O
12	COc1ccccc1C(C)NC(=O)CCNC(=O)c1ccc(Cl)cc1 (stereo not given)
13	O=C(COC(=O)c1cc(S(=O)(=O)N2CCOCC2)ccc1Cl)NCCc1ccccc1
14	C[C@H](CO)N1C[C@H](C)[C@H](CN(C)C(=O)Nc2cccc3ccccc23)OCCCC[C@H](C)Oc2ccc(NC(=O)Nc3ccccc3)cc2C1=O
15	COc1ccccc1N1C(=O)S/C(=C\c2ccc(C)s2)C1=O
16	O=[N+]([O-])CC(=Nc1ccc(Cl)cc1)N/N=C\c1oc(O)c2ccccc12

assay / compound	9	10	11	12	13	14	15	16
F508del corr	-4.4	4.5	3.8	3.5	4.1	0.4	0.0	.
PGC1a acetyl inh	2	-5	.	.	6	-9	2	16
GSIS activator	-1	-14	-18	-16	-6	20	12	.
Cneo AK release	18	6	2	-1	4	56	-1	-3
Statin myotox sup	0	-23	-2	8	4	.	-5	.
PglD DTNB	-2	-5	-1	-9	-3	3	-5	-14
FN deposit inh	-4	-1	2	3	6	-12	-7	-3
miR-122 sensor	1[16.7 µM]	3	.	.	6	25[16.7 µM]	-2	9

17	Cc1oc2cc(Br)c(O)c(Br)c2c1C(=O)c1ccccc1
18	O=C(CCN1C(=O)S/C(=C/c2ccc(F)cc2)C1=O)Nc1ccc(O)c(C(=O)O)c1
19	CCNc1nc(Cl)nc(NC2CCCCC2)n1
20	O=C(Nc1cccc(-c2nnc(-c3ccco3)o2)c1)c1ccccc1
21	C[C@@H]1CCCCO[C@H](CN(C)Cc2ccncc2)[C@@H](C)CN([C@H](C)CO)C(=O)c2cc(N(C)C)ccc2O1
22	O=C(Cn1c(NCCO)nc2ccccc21)Nc1cccc(S(=O)(=O)N2CCCC2)c1
23	O=c1[nH]c(S)nc2sc3c(c12)CCCC3
24	CSc1nnc(NC(=O)c2ccc(S(=O)(=O)N3CCOCC3)cc2)s1

assay / compound	17	18	19	20	21	22	23	24
F508del corr	0.5	-1.7	-6.3	-1.5	3.0&-1.3&-0.2	-2.0	.	-2.5
PGC1a acetyl inh	.	.	6	-7	-8&-10	-10	8	-5
GSIS activator	-15	3	27	4	6&-3	.	.	5
Cneo AK release	-1	0	-4	5	110*	-5	-3	-3
Statin myotox sup	-1	8	6	.	0	-4	0	.
PglD DTNB	2	-2	-5	5	-2	8	.	-4
FN deposit inh	-1	4	0	16	.	-2	.	-1
miR-122 sensor	-1	.	-3	-6	-6&53[16.7 µM]	-3	0	.

25	CC(C)(C)c1ccc(OCC(=O)NN2Cc3ccccc3C2=N)cc1
26	Cc1cc(NC(=O)CS(=O)(=O)c2c[nH]c3ccccc23)no1
27	Cc1ccc(NC2=C(Cl)C(=O)OC2OC(=O)c2ccc(C)cc2)cc1 (stereo not given)
28	Cc1oc(-c2cccc(Cl)c2)nc1CN1CCC(C(=O)NCC2CCCO2)CC1 (stereo not given)
29	C[C@@H]1CN([C@@H](C)CO)C(=O)c2cc(NC(=O)Nc3ccc(C(F)(F)F)cc3)ccc2O[C@@H]1CN(C)Cc1ccc(-c2ccccc2)cc1
30	Cc1ccc2c(C)c(C(=O)N3CCN(c4cnccn4)CC3)oc2c1C
31	COc1ccc(CN2C(=O)C(CC(=O)NCCCN(C)C)CC(C(=O)N(C(C)C)C(C)C)=C2C)cc1 (stereo not given)
32	COc1cccc(-c2nnc(SCC(=O)N3CC(C)CC(C)C3)o2)c1 (stereo not given)

assay / compound	25	26	27	28	29	30	31	32
F508del corr	1.5	-2.1	-2.3	.	1.4	1.7	1.4	0.1
PGC1a acetyl inh	-29	3	-4	2	-6	.	-8	-2
GSIS activator	8	4	-1	.	-3	-32	1	-14
Cneo AK release	.	3	.	2	0	-3	-7	1
Statin myotox sup	.	-6	.	-2	.	5	2	6
PglD DTNB	.	0	.	-3	-2	4	-7	2
FN deposit inh	0	4	-15	4	.	7	1	-5
miR-122 sensor	.	-5	.	8	-3[16.7 µM]	.	-2	4

33	O=C(OCC(=O)N1CCC(c2ccccc2)=N1)c1ccc([N+](=O)[O-])s1
34	C[C@H](CO)N1C[C@H](C)[C@@H](CN(C)C(=O)c2ccncc2)OCCCC[C@H](C)Oc2ccc(NC(=O)NC3CCCCC3)cc2C1=O
35	O=C(Nc1cnn(Cc2ccc(F)cc2)c1)c1cc(-c2cccs2)on1
36	Cn1c(NCCc2ccncc2)nc2cc(-c3ccccc3)sc2c1=O
37	Cc1cc(=O)oc2c(C)c(OCC(=O)N(C)C)ccc12
38	CC(=O)Nc1ccc(S(=O)(=O)N2CCN(C(=O)c3ncoc3-c3ccccc3F)CC2)cc1
39	COc1ccc(Nc2ccccc2C(=O)O)cc1
40	COc1ccc(C)cc1S(=O)(=O)Nc1cccc(-c2cn3cccnc3n2)c1

assay / compound	33	34	35	36	37	38	39	40
F508del corr	0.9	0.3	-2.3	-1.3	.	0.6	1.9	1.1
PGC1a acetyl inh	5	-2	-4	5	-8	.	-3	-1
GSIS activator	-1	-6	6	14	6	8	10	-4
Cneo AK release	-3	3	.	-6	3	-3	.	2
Statin myotox sup	4	.	.	-6	.	1	.	54
PglD DTNB	2	1	.	-2	8	5	.	-2
FN deposit inh	1	.	.	8	.	-1	-3	5
miR-122 sensor	-5	3[16.7 µM]	1	-2	2	.	3	48

41	C[C@H](CO)N1C[C@H](C)[C@H](CN(C)C(=O)c2ccccc2F)Oc2ncc(-c3ccc(F)cc3)cc2C1=O
42	CN(C(=O)c1ccccc1)C(=O)c1ccccc1
43	C[C@@H]1CN([C@H](C)CO)C(=O)CCCn2cc(nn2)CO[C@@H]1CN(C)Cc1ccc2cccnc2c1
44	O=C(C1CCOCC1)N1C[C@H]2[C@@H](c3ccccc31)[C@@H](CO)N2Cc1ccccc1F
45	Cc1noc(C)c1S(=O)(=O)Nc1ccc2c(c1)C(=O)N([C@H](C)CO)C[C@@H](C)[C@@H](CN(C)Cc1ccccc1)OCCCC[C@H](C)O2
46	CC(=O)c1ccccc1NC(=O)COc1ccc(N(C)S(=O)(=O)c2ccc(C)c(C)c2)cc1
47	COc1ccc(/C=C(\NC(=O)c2ccc([N+](=O)[O-])cc2)C(=O)N2CCOCC2)cc1
48	COc1ccc(C(=O)NC(=S)NNC(=O)[C@H]2C[C@@H]2c2ccccc2)cc1OC

assay / compound	41	42	43	44	45	46	47	48
F508del corr	-2.7	-1.7	2.0	-0.4	1.5	2.1	-1.0	0.6
PGC1a acetyl inh	6	6	-5	-5	2	.	-3	-4
GSIS activator	18	32	1	1	-12	-7	-10	.
Cneo AK release	7	0	.	61	0	2	.	.
Statin myotox sup	-12	-5	4	-6	.	1	9	-8
PglD DTNB	-3	.	.	3	-2	0	.	.
FN deposit inh	-5	-2	-3	.	1	1	-1	-1
miR-122 sensor	17[16.7 µM]	1	-2[16.7 µM]	-26[16.7 µM]	2[16.7 µM]	.	6	4

49	CC(C)NC(=O)N[C@H]1C=C[C@@H](CC(=O)NCCCN(C)C)O[C@@H]1CO
50	COc1ccc(CC(=O)OC(C)C(=O)Nc2c(C)n(C)n(-c3ccccc3)c2=O)cc1OC (stereo not given)
51	c1ccc(CNCc2ccco2)cc1
52	CSc1nnc(CCNS(=O)(=O)c2ccc(Br)cc2)n1C

assay / compound	49	50	51	52
F508del corr	-0.1	3.0	1.5	-0.2
PGC1a acetyl inh	-9	-3	.	1
GSIS activator	7	10	-6	-15
Cneo AK release	-1	0	3	3
Statin myotox sup	-2	-4	2	-1
PglD DTNB	0	-8	2	3
FN deposit inh	-8	-8	11	-5
miR-122 sensor	-2[16.7 µM]	0	-2	-3
